Screening results deposited in PubChem BioAssay by several laboratories.
HIF-2a block: HIF-2a inhibition; inhibition, % at 18.8 µM; 360,000 compounds, 0.72% hits; AID 624352; 786-0 RCC cells HIF-2a reporter, luciferase luminescence, overnight;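 active = inhibition of the luminescence signal of 40% or more relative to plate controls, in a single-dose primary screen at 18.75 µM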
TRPM1 prom inh: inhibitors of MITF-driven TRPM1 promoter in melanoma cells. inhibition, % at 12.5 µM. SK-MEL-5 TRPM1 promoter luciferase, 24 h. 330,000 compounds, 0.83% hits;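 active = mean inhibition across replicates of 60% or more, whatever share of single replicates reaches that level; inconclusive = some that reach 60%, reason not given; inactive = mean inhibition across replicates below 60%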; also: values of inactives mirror those of a sister screen read the other way
Peg3 prom inh: reduces Peg3 promoter-driven luciferase expression in HeLa; inhibition, % at 20 µM; HeLa PEG-Prom luciferase reporter, luminescence, overnight; 360,000 compounds, 1.7% hits;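 active = inhibition of at least 50% at 20 µM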
CaV13 ICDI inh: Primary screen for inhibitors of IQ motif and Ca2+-dependent inactivation inhibitor domain binding in CACNA1D, Förster resonance energy transfer in living cells, …; HEK cells, CFP/YFP FRET ICDI-IQ, plate reader, 10 min; percent FRET-ratio fall versus neutral wells; inhibition, % at 12.3 µM; 340,000 compounds, 0.098% hits;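 active = mean replicate inhibition of at least 30% and at least 1% of replicates passing that level; inconclusive = only one of the two criteria is met; inactive = neither criterion is met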;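 also: 0% = median of the neutral control wells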
iPSC survival up: enhancers of human iPSC single-cell survival | hiPSC single-cell survival, ATPlite luminescence; 100% = ROCK inhibitor wells, 0% = DMSO | survival enhancement, % at 20 µM | 360,000 compounds, 0.044% hits | AID 602274; in the data active = survival enhancement above about 18%;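 also: cells exposed to compounds for 16 hours before the ATP read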
aDG glyco up: alpha-DG glycosylation activation | 360,000 compounds, 0.22% hits | AID 624168 | Pro5-aDG cells, alpha-DG glycosylation AlphaScreen (IIH6); 0% Pro5, 100% B10-LARGE cell signal | activation, % at 10 µM;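 active = activation of at least 8% versus controls, or a plate z-score of at least 8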;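 also: Pro5 are CHO cells carrying HIG-tagged alpha-DG that lacks glycosylation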
NR2E3 ag-1: activates human NR2E3 receptor | AID 602229 | inhibition of corepressor binding, % at 3.98 µM | Q9Y5X4 | 360,000 compounds, 0.35% hits | CHO-S Gal4-NCOR/VP16-NR2E3 two-hybrid, luciferase;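 active = inhibition above the mean of all tested compounds plus 3 SD, cut at about 70% in these data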;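 also: 0% = DMSO with NR2E3 transfected cells and 100% = cells lacking NR2E3 construct; higher means lower luciferase signal from less NR2E3 corepressor binding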
Target sequence (Q9Y5X4 whole entry, looked up, the tested form may be a part): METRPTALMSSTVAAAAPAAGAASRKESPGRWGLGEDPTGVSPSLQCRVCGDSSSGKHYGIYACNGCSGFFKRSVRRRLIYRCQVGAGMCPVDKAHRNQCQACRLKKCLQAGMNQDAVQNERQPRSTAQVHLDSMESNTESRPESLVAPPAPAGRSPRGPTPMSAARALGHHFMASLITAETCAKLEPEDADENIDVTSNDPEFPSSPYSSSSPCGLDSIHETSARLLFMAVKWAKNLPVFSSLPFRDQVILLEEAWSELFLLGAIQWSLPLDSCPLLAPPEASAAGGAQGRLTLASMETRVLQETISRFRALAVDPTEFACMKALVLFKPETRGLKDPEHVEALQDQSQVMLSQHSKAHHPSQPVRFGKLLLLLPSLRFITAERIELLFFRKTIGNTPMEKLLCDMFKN
Exocytosis inh: lytic granule exocytosis inhibition | TALL-104 LAMP-1 surface exposure, flow cytometry; cells stimulated with thapsigargin and PMA | inhibition, % at 10 µM | 360,000 compounds, 0.66% hits;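 active = inhibition above about 55%, limit read from the data; inconclusive = no clear call, values can overlap the other calls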
Vif inh: blocks HIV Vif function; inhibition, % at 7.49 µM; HEK293T cells, Vif self-association by quenched fluorescence, imaging, 24 h; AID 602346; 340,000 compounds, 0.35% hits; in the data active = inhibition above about 50%, passing the limit was not always enough; inconclusive = no clear call, values can overlap the other calls; inactive = below about 31%; also: some results filed as inactive read as strong as hits
NR2E3 ag-2: NR2E3 (human) agonism; AID 2300; GST-NR2E3/biotin-RetCOR TR-FRET, 1536-well; 320,000 compounds, 0.12% hits; inhibition of corepressor binding, % at 4.78 µM; Q9Y5X4;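 active = percent inhibition above the cutoff of mean plus 3 SD of all tested compounds, set per screening campaign, cut at about 20% in these data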;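 also: 0% = DMSO wells and 100% = biotin wells as full block of FRET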
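system = GST-tagged NR2E3 plus biotinylated RetCOR corepressor | input = 1.35 nM GST-NR2E3 | also added = 7 nM biotin-RetCOR | schedule = 5 h incubation at 4 °C | measured by = TR-FRET with europium anti-GST and streptavidin-D2, 340 nm excitation | read-out = percent loss of FRET ratio relative to control wells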
PDI turbidity: blocks human protein disulfide isomerase activity; P07237; inhibition, % at 10 µM; PDI insulin aggregation turbidity, A650, 90 min; AID 588391; 350,000 compounds, 0.052% hits;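 active = mean inhibition across replicates of 30% or more, whatever share of single replicates reach that level; inconclusive = mean inhibition below 30% while every single replicate reaches 30%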;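 also: absorbance from insulin aggregation driven by PDI reduction with DTT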
Target sequence (P07237 whole entry, looked up): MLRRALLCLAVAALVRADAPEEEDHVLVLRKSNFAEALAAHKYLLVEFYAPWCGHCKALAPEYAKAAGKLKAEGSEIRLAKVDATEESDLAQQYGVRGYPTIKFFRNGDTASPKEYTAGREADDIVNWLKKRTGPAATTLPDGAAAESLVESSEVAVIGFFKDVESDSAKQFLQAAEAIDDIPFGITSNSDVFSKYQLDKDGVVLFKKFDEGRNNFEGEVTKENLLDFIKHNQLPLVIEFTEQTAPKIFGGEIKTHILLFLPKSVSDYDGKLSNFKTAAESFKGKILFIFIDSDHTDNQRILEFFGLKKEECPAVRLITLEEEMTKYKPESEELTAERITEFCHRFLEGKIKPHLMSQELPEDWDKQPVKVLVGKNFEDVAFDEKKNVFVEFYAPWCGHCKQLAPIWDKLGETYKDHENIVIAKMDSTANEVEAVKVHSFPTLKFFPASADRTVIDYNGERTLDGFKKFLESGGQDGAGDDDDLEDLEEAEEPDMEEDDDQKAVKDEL
Active calls of the source: *; ? = inconclusive; · = not tested or not shown.

canonical_smiles	HIF-2a block	TRPM1 prom inh	Peg3 prom inh	CaV13 ICDI inh	iPSC survival up	aDG glyco up	NR2E3 ag-1	Exocytosis inh	Vif inh	NR2E3 ag-2	PDI turbidity
CN=C1CC(C)(C)CC(=O)/C1=C(/O)CCC(=O)NC	5	0	12	2	-1.6	-0.3	-3	-1	29	0	5
CC(=O)Nc1cccc(-c2ccnc3c2CC(C(=O)NCc2ccco2)O3)c1 (stereo unspecified)	12	·	13	-10	-0.1	-0.1	-42	12	29	·	-28
O=C(Nc1ccc(N2CCN(Cc3ccccc3)CC2)cc1)c1cccnc1	-11	-4	-10	-5	-2.6	0.1	17	1	·	-1	14
CN(C(=O)c1ccc(NC(=O)Cc2ccc(NC(=O)C3CCCN(C(=O)C4CCCC4)C3)cc2)cc1)C1CC1 (stereo unspecified)	-10	9	1	-5	-1.0	0.0	-18	-5	-3	2	-3
CC1=NN(c2ccccc2)C(=O)/C1=C/C=C/c1ccccc1	68*	69*	113*	-2	-2.6	-0.2	-16	?	12	7	-9
O=C1NCCCCC1NC1CC(=O)N(c2ccccc2)C1=O (stereo unspecified)	-2	9	4	-5	-0.3	-0.6	-6	-2	5	-1	-11
COc1ccc(C2=C(C)C(N3CCN(C(=O)c4ccco4)CC3)=NS2(=O)=O)cc1	2	-3	15	-7	0.3	-0.2	-18	2	-3	-1	14
CC(CCc1ccco1)NC(=O)Cn1nc(Cc2ccncc2)c2ccccc2c1=O (stereo unspecified)	12	·	4	?	1.8	0.2	12	0	0	-7	·
CC1CC1C(=O)OCC(=O)Nc1cc(S(=O)(=O)N2CCCCC2)ccc1Cl (stereo unspecified)	12	-1	15	-5	0.2	-0.1	-15	5	0	·	-2
CCOC(=O)C1=CCC(c2ccc(C)cc2)N(S(=O)(=O)c2ccc(C)cc2)C1 (stereo unspecified)	1	·	14	-4	3.8	1.2	-1	16	-1	·	·
COc1cc(OC)cc(C(=O)NNC(=O)C(CCC(N)=O)NS(=O)(=O)c2ccc(Cl)cc2)c1 (stereo unspecified)	13	-13	12	-6	-0.6	-0.2	-9	1	2	·	6
Cc1c(OCC(=O)N2CCN(c3ccccc3)CC2)ccc2c3c(c(=O)oc12)CCCC3	14	4	5	-5	-0.3	0.3	-38	-4	1	0	-3
COc1ccc(C)cc1NC(=O)COC(=O)c1c(-c2ccccc2)noc1C	-4	·	3	-5	2.3	0.1	-22	37	0	·	9
COc1ccc(OCCCCc2c(C)n[nH]c2C)cc1	-36	-10	-12	-2	-0.4	0.2	27	0	-8	-1	7
Cc1nnc(NC(=O)C2CC(=O)N(Cc3ccccc3)C2)s1 (stereo unspecified)	7	-13	7	-11	0.5	0.1	-2	-2	5	-1	16
O=[N+]([O-])c1cc(C(F)(F)F)cc([N+](=O)[O-])c1NCCNC(=S)Nc1cccc(F)c1	18	5	38	2	0.2	0.2	-41	20	-10	-2	1
O=C(COC(=O)c1ccc2c(c1)OCO2)Nc1cccc(F)c1	6	3	-6	-5	-0.3	-0.1	-30	0	6	4	8
CC(C)N(c1ccccc1)c1ccc(NC(=O)COC(=O)CCN2C(=O)c3cccc([N+](=O)[O-])c3C2=O)cc1	16	1	29	-19	0.6	0.2	-4	18	7	-2	14
COc1ccc(-c2n[nH]c(=S)n2-c2ccc(C)cc2C)cc1	18	-12	2	9	-0.4	-0.2	-16	5	-3	3	-17
O=C1C2C(c3ccccc3)CC=CC2[C@H](c2ccoc2)N1Cc1ccccc1 (stereo partly specified)	10	0	27	-4	-1.8	0.0	22	-9	6	-1	5
NC(=S)n1[nH]c(-c2ccc([N+](=O)[O-])cc2)c(N=Nc2ccccc2[N+](=O)[O-])c1=O	-14	8	-5	1	-0.8	0.1	-35	3	-1	·	-6
O=C(CN1C(=O)NC(Cc2c[nH]c3ccccc23)C1=O)Nc1ccccc1C(F)(F)F (stereo unspecified)	3	4	0	·	-2.6	0.0	1	2	-2	·	2
CCOc1cc(N2CCOCC2)c(OCC)cc1NC(=O)[C@H](C)N1C(=O)C2CC=CCC2C1=O (stereo partly specified)	12	7	19	-6	0.0	0.0	8	2	-2	2	0
CCOC(=O)c1cnc2c(Cl)cccc2c1NCCN1CCOCC1	14	6	20	-3	0.0	-0.1	-19	1	0	3	22

Arranged by value in aDG glyco up (ascending): 3 from the list above.
Compound	aDG glyco up
COc1ccc(-c2n[nH]c(=S)n2-c2ccc(C)cc2C)cc1	-0.2
O=C(COC(=O)c1ccc2c(c1)OCO2)Nc1cccc(F)c1	-0.1
O=[N+]([O-])c1cc(C(F)(F)F)cc([N+](=O)[O-])c1NCCNC(=S)Nc1cccc(F)c1	0.2

Later entries
canonical_smiles	HIF-2a block	TRPM1 prom inh	Peg3 prom inh	CaV13 ICDI inh	iPSC survival up	aDG glyco up	NR2E3 ag-1	Exocytosis inh	Vif inh	NR2E3 ag-2	PDI turbidity
COc1ccc(C2N(c3cc(Cl)ccc3OC)C(=O)C3CCCN32)cc1 (stereo unspecified)	-2	-1	-9	-11	-1.5	-0.1	-10	-1	-6	2	·
Nc1ccc(CCc2ccccn2)cc1	-161	-38	-127	-5	-1.9	0.0	-19	6	-4	·	-8
Cc1ccc(NC(=O)CSc2ccccc2)cc1S(=O)(=O)N1CCCCC1	-16	-1	-2	-8	1.3	0.0	-13	0	-18	4	12
COCc1cc(=O)n2[nH]cc(-c3ccsc3)c2n1	8	-2	20	-19	-0.2	-0.1	5	-11	-3	-6	-4
O=S(=O)(Nc1cc(S(=O)(=O)N2CCOCC2)ccc1NCC1CCCO1)c1ccccc1F (stereo unspecified)	7	1	8	-3	-0.4	0.0	-23	-2	21	-1	-4
COc1ccc(-c2c3c(=O)n(C)c(=O)n(C)c3cn2N2CCOCC2)cc1	12	16	-2	-5	3.7	-0.1	-3	-1	-12	0	5
CN(C(=O)CSc1nnc(-c2ccc(C(C)(C)C)cc2)n1C)C1CCS(=O)(=O)C1 (stereo unspecified)	-20	-12	-29	-5	-0.4	0.0	3	9	0	-1	12
CCc1nc(NCCCCCO)c2nnn(Cc3ccccc3F)c2n1	-20	13	-34	·	4.2	0.0	6	-3	-10	0	10
CC1(C)CC(=O)C2=C(C1)OC(N)=C([N+](=O)[O-])C2c1cccs1 (stereo unspecified)	17	1	9	-19	2.6	-0.2	-14	8	3	0	-8
Cc1nc2cc(O)ccc2n1C	10	0	-3	-4	-2.2	0.7	10	0	-5	0	-1
Cc1ccc(CCNc2ccccc2)c[n+]1[O-]	-21	-6	8	-5	0.0	-0.2	-16	-1	-2	-1	3
COc1ccc(NC(=O)CSc2nc(C)cs2)cc1	-84	-21	-68	-5	0.2	0.1	-37	-2	0	-3	-1
c1coc(CNc2ncnc3sc4c(c23)CCCCC4)c1	11	-8	-3	-6	-1.3	0.1	-10	-1	26	1	10
CC(C)(C)NC(=O)NC(=O)COC(=O)c1ccc2c(c1)S(=O)(=O)N=C1CCCCCN12	10	6	7	-4	0.5	-0.2	-22	-2	-1	2	19
COc1ccccc1C(=O)N=C1SC2CS(=O)(=O)CC2N1c1ccccc1 (stereo unspecified)	-6	-1	-14	-3	1.0	-0.1	-17	-12	-4	4	5
CCOc1ccc(N/C=C/C(=O)c2ccccc2)cc1	-140	9	-48	-5	-0.9	0.0	-73	-1	-6	·	-4
COc1cc(CN(C)C(=O)C(=O)c2c[nH]c3ccccc23)ccc1O	27	13	1	-5	-0.3	-0.1	-34	-5	2	·	16
O=c1cc(O)sc2ccccc12	-9	1	0	0	1.7	-0.2	-13	0	2	2	0
COc1ccccc1C1=NOC(C)(c2nnc(Cc3ccccc3)o2)C1 (stereo unspecified)	-12	0	-4	-12	0.9	-0.1	2	-3	·	-1	0
COC(=O)CCCC(=O)NC1CC(C)(C)Cc2c1cnn2-c1ccc(C)cc1 (stereo unspecified)	-19	15	-13	-22	-0.3	0.1	4	-2	-13	-1	-7
CC(C)=C(NC(=O)c1ccccc1)C(N)=O	18	-16	1	-5	1.5	0.0	-11	1	4	0	15
COc1ccccc1C(=O)N/C(=C/c1ccc2c(c1)OCO2)C(=O)Nc1cccc(C(=O)O)c1	3	-14	14	-3	1.3	-0.1	-24	-12	1	2	-21
N#CCSc1nc2ccccc2c(=O)n1CCCC(=O)NCC1CCCO1 (stereo unspecified)	15	13	0	-4	0.0	0.1	-16	0	3	-4	3
CCOC(=O)Cn1nnnc1CN(Cc1cccs1)Cc1cc2cc(C)cc(C)c2[nH]c1=O	16	6	22	-6	1.0	0.2	-15	4	-3	3	2
Cc1ccc(NC(=O)CSc2cccc3cccnc23)c(C)c1	0	9	3	-22	-0.4	0.9	0	0	-14	3	-2
CC(OC(=O)c1ccc(S(=O)(=O)NCc2ccco2)cc1)C(=O)Nc1ncc(Cl)cc1Cl (stereo unspecified)	12	-12	7	-3	1.9	0.2	1	2	-5	1	-2
Cc1nn(Cc2ccc(C(=O)n3cccn3)o2)c(C)c1Br	8	-1	12	-3	1.2	-0.1	-1	1	-2	-3	0
CCOc1cc(C(=O)NC(C)C2CCCO2)cc(OCC)c1OCC (stereo unspecified)	15	-5	4	-3	0.0	0.4	11	-3	-5	1	-7
Cc1nn(-c2ccccc2)c(Cl)c1C(=O)OC(C)C(=O)Nc1ccc2c(c1)OCO2 (stereo unspecified)	17	7	17	-4	0.5	-0.2	16	-6	-6	-4	6
COc1cccc(CNC(=O)CN2C(=O)COc3ccc(S(=O)(=O)N4CCCCCC4)cc32)c1	0	-10	8	-3	-0.6	-0.1	-14	17	-13	1	14
CCCN(CC1CC1)c1cc2c(c3c1ccn3C)C1CCC2C1 (stereo unspecified)	20	·	1	-4	-0.4	-0.2	-16	0	·	·	·
O=c1nc(-c2ccccc2)cc(-c2ccccc2)[nH]1	2	-2	5	-9	2.0	0.3	-2	-2	4	1	18
Cc1nc(SCC(=O)NCc2ccco2)c2c3c(sc2n1)CCCC3	-28	3	8	·	0.1	0.1	-57	1	-2	0	-1
CCN1C(=O)C(=CC=CN(C)c2ccccc2)SC1=S	-348	·	-339	-7	3.0	-0.6	-96	-1	44	·	0
Cc1cc(C)n(Cc2ccc(C(=O)Nc3ccc(Br)cc3C)o2)n1	5	3	6	-5	-1.9	0.0	10	-1	·	2	6
Cc1ccc(CCN2CC(C(=O)NC3CCCC3)CC2=O)cc1 (stereo unspecified)	17	-12	-4	·	10	-0.3	3	0	15	0	14
O=C(Cc1ccc(F)cc1)Nc1nc(-c2ccc(F)c(F)c2)cs1	-92	-13	-21	-5	-0.4	0.3	-21	14	-4	·	-25
